MPTP inh: mitochondrial permeability transition pore inhibitors, primary screen, biochemical, isolated mouse mitochondria, absorbance; Ca2+ swelling absorbance, 30 min; AID 602449, 2012; 360,000 tested, 1.4% active; inhibition, % at 10 µM;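 active = inhibition of 50% or more, scaled per plate between neutral and stimulator controls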;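 also: 0% = DMSO wells given calcium and 100% = 1 mM EGTA wells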
hIAP inh: human IAP inhibitors, primary screen, biochemical, luminescence, uHTS; Intestinal-type alkaline phosphatase (Homo sapiens), P09923; purified IAP, CDP-Star luminescence, 30 min; inhibition, % at 10 µM; 330,000 tested, 0.12% active; AID 2544, 2010;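 active = inhibition reaching a set limit with compound at 10 µM in the primary screen, cut at about 35% in these data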;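 also: plate controls were DMSO wells with enzyme for no effect and no-enzyme buffer wells for full effect; values of inactives mirror those of a sister screen read the other way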
Target sequence (P09923 whole entry, looked up): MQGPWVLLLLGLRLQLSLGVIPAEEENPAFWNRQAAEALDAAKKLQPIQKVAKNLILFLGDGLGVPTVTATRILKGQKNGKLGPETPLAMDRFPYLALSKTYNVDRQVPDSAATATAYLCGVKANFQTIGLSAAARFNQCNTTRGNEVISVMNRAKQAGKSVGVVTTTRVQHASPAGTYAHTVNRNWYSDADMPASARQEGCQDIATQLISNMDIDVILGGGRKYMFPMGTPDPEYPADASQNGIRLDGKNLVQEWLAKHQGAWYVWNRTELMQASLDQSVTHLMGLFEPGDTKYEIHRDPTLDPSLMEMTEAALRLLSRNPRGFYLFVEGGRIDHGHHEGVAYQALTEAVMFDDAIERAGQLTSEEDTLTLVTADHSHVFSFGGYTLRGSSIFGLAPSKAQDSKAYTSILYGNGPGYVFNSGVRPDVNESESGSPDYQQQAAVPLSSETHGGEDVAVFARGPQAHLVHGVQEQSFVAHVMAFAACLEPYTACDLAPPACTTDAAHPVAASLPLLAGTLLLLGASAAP
APOBEC3G inh: APOBEC3G DNA deaminase inhibitors, primary screen, biochemical, fluorescence, single-stranded DNA substrate, uHTS. DNA dC->dU-editing enzyme APOBEC-3G (Homo sapiens), Q9HC16. recombinant A3G, ssDNA deamination FAM/TAMRA fluorescence. inhibition, % at 20 µM. 330,000 tested, 0.28% active. AID 493012, 2011;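 active = inhibition of at least 40% at 20 µM, with no more than 30% in the related APOBEC3A deaminase screen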;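 also: plate controls were DMSO wells with A3G for no effect and wells lacking A3G enzyme for full effect; some compounds called inactive have numbers as strong as hits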
hIAP act: human IAP activators, primary screen, biochemical, luminescence, uHTS | Intestinal-type alkaline phosphatase (Homo sapiens), P09923 | purified human IAP, CDP-Star luminescence, 30 min; hits give high values; 1 = vehicle-only enzyme, 0 = enzyme-free background | activation factor at 10 µM | 330,000 tested, 0.16% active | AID 2524, 2010;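 active = activation factor of the enzyme at least 2-fold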; also: the source names both 10 and 20 µM as test concentration; values of inactives mirror those of a sister screen read the other way
beta cell repl: inducers of MIN6 beta-cell proliferation, primary screen, ATP luminescence, uHTS. MIN6 cells proliferation, ATPlite luminescence, 48 h; cells starved in 0.2% serum; 100% = growth in 10% serum. proliferation, % at 10 µM. 330,000 tested, 0.29% active. AID 2380, 2010;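 active = compounds whose signal lies at least 3.5 SD above the mean of all wells on their plate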;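 also: 0% = DMSO-treated cells in low-serum medium and 100% = 10% serum control; some compounds called inactive have numbers as strong as hits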
mIAP activ: activators of mouse IAP, primary screen, biochemical, luminescence, uHTS; muIAP, CDP-Star luminescence, 30 min; hits give high values; 1 = vehicle-only enzyme signal, 0 = enzyme-free wells; AID 2805, 2010; intestinal alkaline phosphatase [Mus musculus]; activation factor at 10 µM; 330,000 tested, 0.24% active;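 active = activation factor of at least 2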; also: the source names both 10 and 20 µM as test concentration; values of inactives mirror those of a sister screen read the other way
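Assay system: mouse IAP enzyme; reagent: chemiluminescent substrate CDP-Star; dosing: test compounds delivered from DMSO solution; schedule: 30 min at room temperature; measured by: luminescence from enzymatic CDP-Star hydrolysis; controls: DMSO-only wells and no-enzyme negative control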
ATG4B inh: ATG4B protease inhibitors, primary screen, biochemical, fluorescence, uHTS; Cysteine protease ATG4B (Homo sapiens), Q9Y4P1; ATG4B cleavage of LC3-PLA2, NBD-HPC fluorescence, 1 h; inhibition, % at 8.33 µM; 340,000 tested, 0.51% active; AID 504462, 2011; in the data active = inhibition above about 40%
mIAP block: inhibitors of mouse IAP, primary screen, biochemical, luminescence, uHTS; 330,000 tested, 0.2% active; inhibition, % at 10 µM; intestinal alkaline phosphatase [Mus musculus]; purified mouse IAP, CDP-Star luminescence, 30 min;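 active = inhibition of at least 40% at 10 µM in the primary screen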;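 also: plate controls were DMSO with enzyme for no effect and no enzyme wells for full effect; values of inactives mirror those of a sister screen read the other way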
A3A deaminase: APOBEC3A ssDNA deaminase inhibitors, primary screen, selectivity assay for APOBEC3G inhibitor project, biochemical, FAM/TAMRA oligo cleavage fluorescence. inhibition, % at 20 µM. AID 493011, 2011. recombinant A3A, FAM/TAMRA ssDNA deamination fluorescence. 330,000 tested, 0.41% active;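 active = at least 40% inhibition at 20 µM here, with at most 30% in a related deaminase screen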;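 also: plate controls were A3A with DMSO for no effect and wells lacking A3A enzyme for full effect; some results filed as inactive read as strong as hits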
Target sequence (P31941 whole entry, looked up): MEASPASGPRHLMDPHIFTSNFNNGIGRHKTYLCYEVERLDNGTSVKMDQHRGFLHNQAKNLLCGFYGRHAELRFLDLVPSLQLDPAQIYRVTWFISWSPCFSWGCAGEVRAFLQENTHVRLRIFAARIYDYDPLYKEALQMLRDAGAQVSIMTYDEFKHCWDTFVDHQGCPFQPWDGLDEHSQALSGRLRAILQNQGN
An asterisk follows results filed as active; . = no result given.

SMILES	MPTP inh	hIAP inh	APOBEC3G inh	hIAP act	beta cell repl	mIAP activ	ATG4B inh	mIAP block	A3A deaminase
Cc1ccc(NC(=O)COC(=O)CSC(=S)N2CCOCC2)cc1C	-1.4	-19.5	-7.9	1.2	-1.5	0.986	-15.7	1.4	-2.1
O=C(CCC(=O)N1CCOCC1)NCc1cccc(C(F)(F)F)c1	-0.9	11.6	-7.2	0.884	7.4	1.13	0.4	-12.8	-4.3
O=C(c1cc(S(=O)(=O)N2CCCCC2)ccc1N1CCOCC1)N1CCN(Cc2ccccc2)CC1	-1.7	-10.6	-4.0	1.11	-1.5	1.08	0.0	-8.1	-0.9
COc1cccc(C(c2ccccc2)N2C3CCC2CN(S(=O)(=O)c2ccc(F)cc2)CC3)c1 (stereo not given)	1.1	-14.4	-0.3	1.14	-3.7	1.04	2.3	-4.3	0.6
CN1C(=O)c2oc3ccccc3c(=O)c2C1c1ccncc1 (stereo not given)	2.4	1.8	-2.0	0.982	-2.4	1.04	5.9	-4.4	-4.2
CC(C)CC(N)c1cn([C@@H](CCC(=O)O)C(=O)N2CCNCC2)nn1 (stereo not given in full)	-1.1	11.2	8.0	0.888	1.1	1.1	-5.6	-10.3	3.1
CCN(CC)C(=O)c1ccc(-c2nnc(Nc3ccc(C(=O)NC)cc3)c3ccccc23)cc1	1.2	10.3	-4.5	0.897	-1.7	1.07	-4.2	-7.2	-1.0
Cn1cccc1/C=C1\SC(=Nc2ccccc2)NC1=O	2.5	14.1	-3.7	0.859	0.5	0.943	-7.1	5.7	-3.6
Cc1ccc(NC(=O)CSc2n[nH]c(-c3ccco3)n2)c(C)c1	3.8	-4.9	-3.0	1.05	-2.2	1.04	8.8	-4.1	-2.1
CCOc1ccc(NC(=O)Nc2ccc(NC(C)=O)cc2)cc1	1.7	6.4	-7.8	0.936	-0.8	0.982	-5.6	1.8	-8.0
Cc1ccccc1NC(=O)COC(=O)C1(C)CC1(Cl)Cl (stereo not given)	-0.1	10.1	0.4	0.899	-1.9	0.998	-3.5	0.2	2.8
CNc1ncc(C(=O)c2ccc(Br)cc2)s1	0.4	3.3	-1.1	0.967	0.4	1.1	-5.9	-10.3	-0.5
COc1cccc(C(=O)Nc2nnc(CCS(=O)(=O)c3ccc(C)cc3)s2)c1	1.6	-13.1	-5.6	1.13	-4.0	0.919	16.4	8.1	-1.5
Cc1cc(NC(=O)NC(C(F)(F)F)C(F)(F)F)no1	-1.9	20.3	-0.4	0.797	-1.4	1	5.1	-0.5	2.1
O=C(c1cccc(NS(=O)(=O)c2cccc(F)c2)c1)N1CCCC1	1.2	-1.8	-5.0	1.02	-1.9	0.989	-7.8	1.1	-2.2
Cc1ccc(NC(=S)Nc2cc(C(=O)O)ccc2N2CC3CC(C2)c2cccc(=O)n2C3)cc1C (stereo not given)	-0.3	-12.6	-6.7	1.13	-6.4	1.07	1.6	-6.9	-2.2
COC(=O)Cc1ccc(NC(=S)NCc2ccc(F)cc2)cc1	3.0	3.1	2.2	0.969	-1.8	1.23	18.8	-22.9	2.7
Cc1cc(-c2csc(NC(=O)c3ccc(=O)n(C)n3)n2)c(C)n1CC1CCCO1 (stereo not given)	0.8	0.2	7.7	0.998	0.6	0.892	-10.7	10.8	3.3
Cc1cn(Cc2ccccc2)c(=O)[nH]c1=O	-0.3	-60.5	2.0	1.6	-2.8	1.07	-4.2	-7.1	-2.4
O=C(N/N=C/c1ccncc1)c1ccc(NC(=O)c2ccc(Cl)cc2)cc1	-1.0	6.4	15.7	0.936	-0.3	1.07	3.6	-7.0	1.1
O=c1[nH]c(Cc2cccs2)nc2scc(-c3ccc(Cl)cc3)c12	10.9	4.8	0.4	0.952	-6.1	0.97	-5.1	3.0	5.7
O=C(CNC(=O)c1ccc(Cl)cc1)OCC(=O)c1ccccc1	0.8	14.4	0.9	0.856	-2.2	0.897	10.1	10.3	0.4
COc1cccc(CC(=O)OCC(=O)NC2(C#N)CCCC2)c1	0.9	-12.2	-3.3	1.12	-6.3	1.09	-1.4	-9.5	8.0
CC(C)C(=O)Nc1ccc(Oc2ccc3c(c2)C(=O)NC3=O)cc1	-0.6	-0.3	3.2	1	-4.4	1.03	-8.7	-2.9	-1.1
CC1(C)OCC(COC(=O)Nc2cccnc2)([N+](=O)[O-])CO1	-1.4	6.8	-5.9	0.932	0.2	1.01	4.3	-1.1	-3.7
CCCc1cc(C(=O)N2CCN(C(c3ccccc3)c3ccccc3)CC2)no1	1.9	5.7	-3.0	0.943	-5.5	1.02	-2.5	-2.4	0.5
CC(CC(=O)N1CCN(S(=O)(=O)c2ccc(Cl)cc2)CC1)n1cncn1 (stereo not given)	-1.0	8.1	-6.6	0.919	0.0	0.956	3.9	4.4	-4.5
CC(=O)c1ccc(NS(=O)(=O)c2cc(-c3cnc(C4CC4)o3)ccc2C)cc1	0.1	17.2	-3.5	0.828	-1.1	0.928	-8.6	7.2	-0.5
Nc1ccc(Cl)c(-c2nc3ncccc3o2)c1	-1.8	3.2	-5.7	0.968	2.3	1.01	-3.4	-0.9	0.7
Cc1ccc(S(=O)(=O)n2cnc(C)c2)cc1	-0.6	-10.5	-6.0	1.1	-1.5	0.943	0.7	5.7	-5.8
N#CCCN(Cc1cccnc1)C(=O)c1ccc(S(=O)(=O)N2CCOCC2)cc1	-0.9	12.8	-6.7	0.872	-0.1	0.921	-5.3	7.9	-5.4
Cc1nn(-c2ccccc2)c(Cl)c1/C=N\NC(=O)c1cncc(Br)c1	-0.1	9.7	-7.7	0.903	-1.9	0.988	-8.8	1.2	0.5
O=C(CCN1C(=O)COc2ccccc21)NCCN1CCN(c2cccc(Cl)c2)CC1	0.0	2.9	-5.7	0.971	0.2	0.96	7.2	4.0	-3.6
COc1cccc(C(=O)Nc2ccc3[nH]ncc3c2)c1OC	1.1	-26.3	-3.4	1.26	-1.5	1.09	0.2	-9.0	-1.9
Nc1cc(N)cc(C(=O)Nc2ccc3c(c2)C(=O)NC3=O)c1	-0.7	-2.5	14.8	1.02	-1.8	0.797	-11.5	20.3	3.4
O=C(NCc1cccc(Cl)c1)c1ccc2ccccc2n1	-0.2	16.9	-5.6	0.831	-0.7	0.94	5.0	6.0	1.1
O=C(NCCc1ccc(Cl)cc1)c1ccc(OCC2CCCO2)cc1 (stereo not given)	-1.9	0.0	-11.9	1	-2.2	1.07	-9.0	-7.3	-5.1
O=c1c2cc(N3CCOCC3)ccc2[nH]c(=S)n1Cc1ccco1	1.6	-24.1	29.9	1.24	1.6	0.671	10.1	32.9	13.7
CC1CC(C)CN(CCCNC(=O)C2CCN(S(=O)(=O)N3CCCCC3)CC2)C1 (stereo not given)	-1.5	8.2	7.6	0.918	-0.9	0.939	-4.5	6.1	3.7
CC(=O)c1ccc(NC(=O)CSc2nccn2C)cc1	2.0	-21.5	-5.9	1.22	-1.5	1.1	-6.4	-10.4	-3.2
Cc1ccc(C(=O)/C=C/c2ccc(Br)cc2)o1	0.7	-7.3	-7.7	1.07	-5.9	0.95	-9.4	5.0	-6.9
CC1=NN(c2ccc(C(=O)O)cc2)C(=O)/C1=C/c1ccc(-c2ccccc2F)o1	3.7	13.0	-7.0	0.87	0.0	0.91	.	9.0	-2.1
O=C(O/N=C1\CCCCC1c1ccc([N+](=O)[O-])cc1[N+](=O)[O-])c1c(F)cccc1F (stereo not given)	3.1	1.2	1.4	0.988	-3.2	0.889	2.5	11.1	-2.4
COc1ccccc1Nc1nc(NCc2ccco2)c2ccccc2n1	70.6*	1.4	-8.1	0.986	-4.0	1.17	-5.2	-16.9	-3.6
CCCN1CCc2c(sc(NC(=O)CCS(=O)(=O)c3ccccc3)c2C(=O)OC)C1	-0.7	-3.5	-3.0	1.03	-7.5	1.03	-2.5	-3.4	1.6
COC(=O)c1ccsc1NC(=O)CN1CCN(c2ncccn2)CC1	0.9	-26.3	-4.3	1.26	-1.9	1.03	5.6	-3.4	-2.3
O=C(NCc1ccco1)c1csc2c1CCCCC2	-0.5	8.2	2.6	0.918	-3.2	0.967	-2.1	3.3	2.2
CC(C)c1ccc(C(=O)NNC(=O)c2n[nH]c(=O)c3ccccc23)cc1	-0.1	-82.5	-8.0	1.82	-1.8	0.894	-11.8	10.6	9.5
O=C(COC(=O)CCc1ccc(S(=O)(=O)N2CCOCC2)cc1)NCc1ccccc1	3.4	15.5	-5.5	0.845	-3.1	1.03	-6.9	-2.7	-1.0
O=C(CN1CCN(S(=O)(=O)c2ccc(Cl)cc2)CC1)c1ccc(O)c(O)c1	19.9	18.2	-6.9	0.818	-1.0	0.67	-16.0	33.0	-3.8

Full records from above. Screens in order: MPTP inh, hIAP inh, APOBEC3G inh, hIAP act, beta cell repl, mIAP activ, ATG4B inh, mIAP block, A3A deaminase
Entry for `CC1=NN(c2ccc(C(=O)O)cc2)C(=O)/C1=C/c1ccc(-c2ccccc2F)o1` : 3.7, 13.0, -7.0, 0.87, 0.0, 0.91, ., 9.0, -2.1
Entry for `COC(=O)c1ccsc1NC(=O)CN1CCN(c2ncccn2)CC1` : 0.9, -26.3, -4.3, 1.26, -1.9, 1.03, 5.6, -3.4, -2.3

(more compounds)
SMILES	MPTP inh	hIAP inh	APOBEC3G inh	hIAP act	beta cell repl	mIAP activ	ATG4B inh	mIAP block	A3A deaminase
Cc1ccc(CSCCNC(=O)c2ccccc2)cc1	-0.5	4.5	-1.6	0.955	0.0	1.01	-2.7	-1.4	2.5
CCOc1ccc(S(=O)(=O)N2CCN(C(=O)c3cc(-c4ccccc4)nn3-c3ccccc3)CC2)cc1	0.5	7.8	0.9	0.922	-3.4	1.02	3.0	-2.4	17.8
C=CCn1c(SCC(=O)N2N=C(c3ccco3)CC2c2ccco2)nnc1-c1ccncc1 (stereo not given)	0.6	5.3	-5.4	0.947	0.3	1.02	2.0	-2.1	-2.0
Cc1ccc2c(CC(=O)OC3CCOC3=O)coc2c1 (stereo not given)	-0.6	-10.6	0.2	1.11	-1.2	1	-8.6	-0.2	3.7
O=C(Nc1ccc(S(=O)(=O)N2CCOCC2)cc1)c1ccc(Cl)cc1	-1.1	2.9	-5.6	0.971	-0.9	0.949	0.1	5.1	-2.1
CC(=O)N1c2ccc(S(=O)(=O)N3CCC(C(=O)NC(C)c4ccccc4)CC3)cc2CC1C (stereo not given)	-2.8	14.0	-9.7	0.86	2.7	1.02	-5.6	-1.7	-4.4
CCN1CCC(NC(=O)Nc2ccc(F)cc2F)CC1	1.3	0.6	1.0	0.994	-1.0	1.07	6.6	-6.9	-0.9
CC1CCCC(NC(=O)c2ccc(CNc3c(N4CCCC4)c(=O)c3=O)cc2)C1C (stereo not given)	-0.8	8.4	6.8	0.916	-1.5	0.918	-9.9	8.2	-0.1
Cc1cc(NC(=O)CCC(=O)N(CC(=O)NCC2CCCO2)c2cccc(F)c2)no1 (stereo not given)	-2.2	-5.0	-12.3	1.05	-1.7	0.958	1.8	4.2	-6.2

Screens from PubChem.
